Screening results as filed in PubChem BioAssay.
NCOA2 inhibitor: inhibits human steroid receptor coactivator 2 | Q15596 | HEK293 GAL4-SRC2 luciferase reporter, luminescence | inhibition, % at 9 µM | 370,000 tested, 0.17% active | AID 651957;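 active means inhibition above the mean inhibition of all tested compounds plus 3 SD, set per campaign, cut at about 52% in these data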;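 further: 0% = DMSO treated cells and 100% = cells given Gossypol at 36 µM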
SRC3 inh: human NCOA3 inhibition | Q9Y6Q9 | HEK293 GAL4-SRC3 luciferase reporter, luminescence | inhibition, % at 3.6 µM | 360,000 tested, 0.17% active | AID 588352;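 active means inhibition above a per-campaign cutoff, the mean of all compounds plus 3 SD, cut at about 60% in these data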;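 further: 0% = DMSO-treated cells and 100% = gossypol-treated cells at 36 µM; higher means less SRC3-driven luciferase light from the GAL4 reporter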
COUP-TFII inh: blocks human COUP-TFII nuclear receptor; inhibition, % at 8.6 µM; HEK293T NGFI-A luciferase reporter, luminescence; AID 686940; P24468; 370,000 tested, 0.7% active;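 active means inhibition above a per-plate cutoff, mean inhibition of test wells between control levels plus 3 SD, cut at about 38% in these data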;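 further: cells cotransfected with COUP-TFII expression vector driving the NGFI-A reporter; 0% = median of COUP-TF2 test wells and 100% = reporter-only cells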
SRC1 inh: human NCOA1 inhibition; Q15788; HEK293 GAL4-SRC1 luciferase reporter, luminescence; inhibition, % at 3.6 µM; 360,000 tested, 0.12% active;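 active means inhibition above the campaign mean plus 3 SD, with each screening campaign given its own cutoff, cut at about 60% in these data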;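 further: 0% = DMSO treated cells and 100% = gossypol at 36 µM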
Exocytosis inh: lytic granule exocytosis inhibition. TALL-104 LAMP-1 surface exposure, flow cytometry; cells stimulated with thapsigargin and PMA. inhibition, % at 10 µM. 360,000 tested, 0.66% active. AID 651702;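 active means inhibition above about 55%, limit read from the data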
TWEAK-Fn14 inh: TWEAK-Fn14 signaling inhibition; TWEAK-stimulated Fn14 reporter cells, luciferase luminescence, 8 h; inhibition, % at 10 µM; 360,000 tested, 2% active; in the data active means inhibition above about 50%
ABHD5-PLIN5 inh: inhibitors of human ABHD5-perilipin-5 interaction | Split G. princeps luciferase complementation, luminescence, 4 h | Q00G26+Q8WTS1 | 360,000 tested, 0.78% active | inhibition, % at 4 µM | AID 602281;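 active means inhibition above the mean inhibition across every tested compound plus 3 SD, cut at about 22% in these data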;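 further: 0% = DMSO only wells and the 100% control is not disclosed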
Target sequence (Q00G26 whole entry, looked up): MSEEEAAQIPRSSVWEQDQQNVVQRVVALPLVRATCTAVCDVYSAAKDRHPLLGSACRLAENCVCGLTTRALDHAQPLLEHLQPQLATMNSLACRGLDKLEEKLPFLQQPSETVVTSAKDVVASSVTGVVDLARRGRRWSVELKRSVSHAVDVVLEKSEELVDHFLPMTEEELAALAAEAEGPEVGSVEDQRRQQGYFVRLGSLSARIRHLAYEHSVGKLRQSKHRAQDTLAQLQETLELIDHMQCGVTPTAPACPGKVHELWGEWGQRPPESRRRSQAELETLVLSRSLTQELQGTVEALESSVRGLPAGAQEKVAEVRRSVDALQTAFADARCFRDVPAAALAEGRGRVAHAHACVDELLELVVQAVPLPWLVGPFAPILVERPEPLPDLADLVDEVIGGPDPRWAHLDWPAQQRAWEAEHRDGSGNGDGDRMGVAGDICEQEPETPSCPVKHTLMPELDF
Target sequence (Q8WTS1 whole entry, looked up): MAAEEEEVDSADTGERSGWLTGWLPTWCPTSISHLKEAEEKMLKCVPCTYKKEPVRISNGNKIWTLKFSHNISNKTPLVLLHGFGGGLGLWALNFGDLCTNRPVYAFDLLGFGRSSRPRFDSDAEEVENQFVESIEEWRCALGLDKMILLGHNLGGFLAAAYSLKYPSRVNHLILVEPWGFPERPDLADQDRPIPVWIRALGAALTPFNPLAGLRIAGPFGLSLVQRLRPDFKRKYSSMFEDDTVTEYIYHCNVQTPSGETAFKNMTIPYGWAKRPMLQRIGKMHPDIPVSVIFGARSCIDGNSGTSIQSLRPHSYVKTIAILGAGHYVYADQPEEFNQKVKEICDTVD
TLR9-MyD88 inh: TLR9-MyD88 interaction inhibition. Q9NR96+Q99836. CHO BLA complementation TLR9-MyD88, CCF4 FRET ratio. inhibition, % at 4.98 µM. 340,000 tested, 0.21% active. AID 504734;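 active means inhibition above the mean over all tested compounds plus 3 SD, cut at about 21% in these data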;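 further: 0% = DMSO only wells and 100% = clavulanate BLA inhibitor control wells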
TROY NFkB inh: TROY signaling inhibition; 360,000 tested, 0.98% active; inhibition, % at 10 µM; Q293 LMP1-TROYcd NF-kB luciferase reporter, 4 h; AID 1347056;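 active means compounds whose plate-normalised and pattern-corrected inhibition of the luciferase reporter signal at the single screening dose is 50% or more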
NR5A2 inv ag: inverse agonists of human LRH-1 (NR5A2). 360,000 tested, 0.13% active. inhibition, % at 3.6 µM. HEK293T StAR-luciferase reporter, LRH-1 transfected, 24 h. O00482. AID 602396;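 active means inhibition above the mean inhibition of all tested compounds plus 3 SD, cut at about 73% in these data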;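 further: 0% = DMSO wells and 100% = reporter-only cells lacking LRH-1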
NOD2 RIPK2 PPI: blocks binding of human NOD2 to RIPK2; O43353; CHO BLA complementation NOD2-RIPK2, CCF4 ratio; inhibition, % at 4.98 µM; 360,000 tested, 0.38% active; in the data active means inhibition above about 21%;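 further: 0% = vehicle only and 100% = reference blocker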
* hit, by the source's call; · = not tested or not shown. A portion of the library. The share of hits here may be higher or lower than overall.

No.	smiles	NCOA2 inhibitor	SRC3 inh	COUP-TFII inh	SRC1 inh	Exocytosis inh	TWEAK-Fn14 inh	ABHD5-PLIN5 inh	TLR9-MyD88 inh	TROY NFkB inh	NR5A2 inv ag	NOD2 RIPK2 PPI
1	Cc1cc(C)nc(N2CCN(C(=O)CCC(=O)Nc3nnc(CC(C)C)s3)CC2)n1	0	22	-3	-8	1	-7	5	1	-5	-4	-13
2	CCOc1ccc(/C=N/N2C(C)CCCC2C)cc1OC (stereo not given)	14	-6	11	8	-12	5	-7	16	-19	7	-4
3	CCOC(=O)C(=O)NCC(c1cccs1)S(=O)(=O)c1ccc(C)cc1 (stereo not given)	2	4	-5	-18	-4	-7	-6	5	-5	1	-18
4	Cc1ccc(C(=O)Nc2ccccc2C(=O)NC2CCCCC2)cc1S(=O)(=O)N1CCOCC1	·	23	·	3	-2	6	5	-6	6	4	-10
5	COc1ccccc1NC(=O)CSc1ccc2nnc(-c3ccncc3)n2n1	-5	-3	2	-6	-3	1	0	-3	2	-34	-10
6	O=C(CC(c1ccccc1)c1ccccc1)Nc1ccc(Cl)cn1	12	17	27	2	5	11	-10	-3	10	14	-2
7	CCN1CCN(Cc2ccc(NC(=O)c3ccc(C)c(NC(=O)c4csc(-c5ccncc5)n4)c3)cc2C(F)(F)F)CC1	7	-10	34	-2	-3	-59	12	-9	15	9	7
8	NS(=O)(=O)c1ccc(CNC(=O)C(c2ccccc2)c2ccccc2)cc1	-4	-21	19	-36	-7	9	1	-6	-3	0	5
9	COc1ccc(CN2CCNC(=O)C2CC(=O)N(C)Cc2nccs2)cc1OC (stereo not given)	4	6	10	3	-1	8	-2	4	10	11	4
10	NCCCC[C@H]1CN=C(N)N1CCC12CC3CC(CC(C3)C1)C2	7	0	2	-7	-3	-1	11	11	10	-1	-2
11	O=[N+]([O-])c1ccc(-c2cnc(NO)nc2)cc1	12	-3	-5	3	4	-10	3	-14	-10	22	-1
12	COc1cccc(NC(=O)CN2C(=O)NC(C)(CCC(C)C)C2=O)c1 (stereo not given)	-7	4	4	-6	0	-21	7	2	12	-5	-6
13	COC(=O)C(C)Sc1ncnc2c1c(-c1ccccc1)cn2-c1ccc(OC)cc1 (stereo not given)	6	15	5	11	1	13	-5	8	5	-2	-10
14	CCN(CC)C(=O)C(=O)c1cn(CC(=O)NCc2ccc3c(c2)OCO3)c2ccccc12	2	4	0	-38	-1	-10	-2	11	14	-1	-3
15	CCc1ccc(OCC(=O)NC(=S)Nc2ccc(F)cc2)c(Br)c1	-47	3	-20	-43	6	-15	1	-2	-17	-31	-5
16	Nc1nonc1-n1nnc(C(=O)N/N=C/c2ccoc2)c1CSc1ccccc1	·	-2	·	4	32	-14	1	-4	9	16	-13
17	CCOC(=O)C1=C(N)N(c2cc(S(=O)(=O)N3CCOCC3)ccc2Cl)C(=O)C1	-22	8	-8	-45	2	-20	-2	0	6	6	4
18	CCOc1ccccc1C(=O)Nn1c(C2CCC2)nc2ccccc2c1=O	1	7	5	-49	-6	-15	4	-6	-29	18	-2
19	CCN1CCN(C(=O)C(C)Oc2ccc(S(=O)(=O)N3CCCC3)cc2C(N)=O)CC1 (stereo not given)	-3	5	6	-5	2	15	-2	1	-1	-12	-4
20	O=C(NC1CCCC1)C(c1cccs1)N(C(=O)c1ccno1)c1ccccc1 (stereo not given)	11	-14	-16	-3	-3	0	-6	0	15	-4	8
21	CCC(C)NC(=O)c1ccccc1NC(=O)CN1C(=O)c2ccccc2S1(=O)=O (stereo not given)	-19	6	-2	-87	12	-2	5	-4	-10	-21	2
22	CC1CCc2cc(F)ccc2N1C(=O)c1ccncc1 (stereo not given)	-17	4	-5	-2	0	-5	8	-2	-14	-2	-6
23	Cc1ccc(NC(=O)Nc2cc(-c3ccccc3)nn2C)cc1Cl	-2	4	8	0	3	-19	-4	7	-4	9	3
24	CC(Oc1ccccc1)C(=O)N1CCN(c2ccc(N3CCCCC3)nn2)CC1 (stereo not given)	-11	-2	1	-18	9	-1	-4	0	6	10	2
25	O=C(N/N=C/c1ccc2c(c1)OCO2)c1ccc(NS(=O)(=O)c2cccs2)cc1	-29	-5	-7	-20	-2	-23	-5	-2	-27	-7	2

Continuation:
No.	smiles	NCOA2 inhibitor	SRC3 inh	COUP-TFII inh	SRC1 inh	Exocytosis inh	TWEAK-Fn14 inh	ABHD5-PLIN5 inh	TLR9-MyD88 inh	TROY NFkB inh	NR5A2 inv ag	NOD2 RIPK2 PPI
26	Cc1nc(Cl)sc1C(=O)Nc1cccc2ccccc12	1	10	-7	3	3	0	-7	0	-9	23	8
27	CCOCCn1c(CN2CCc3ccccc3C2)nc2c1c(=O)n(C)c(=O)n2C	19	10	14	13	8	-15	7	5	13	8	-1
28	O=C(CC1CC2CCC1C2)N1CCN(S(=O)(=O)c2ccccc2[N+](=O)[O-])CC1 (stereo not given)	15	-40	-15	-41	-2	-4	-18	-11	-5	-2	0
29	Cc1ccnc2nc(C(=O)OCC(=O)N(CC(C)C)CC(C)C)nn12	-36	5	-11	3	-1	26	4	3	15	12	-8
30	NS(=O)(=O)c1ccc(-c2ccc(/C=N/Nc3ccc(C(=O)O)cc3)o2)cc1	2	9	18	-2	1	50*	1	8	16	13	15
31	O=C(NC1CCCC1)c1ccc(Br)c(S(=O)(=O)N2CCCCC2)c1	-10	10	-1	9	-8	25	1	7	-3	15	-3
32	Cc1ccc(NC(=O)CSCc2cc(=O)n3ccsc3n2)c(C)c1	-9	11	-4	-6	-2	-12	6	-7	-12	11	-4
33	CCOC(=O)c1nc(-c2ccc(OC)c(OC)c2)cnc1C#N	14	6	2	10	1	-10	-4	-5	-11	1	0
34	Cc1cccc(OCc2nnc(NC(=O)c3cccs3)s2)c1	-19	8	-22	7	0	4	-3	-4	7	-5	-5
35	Cc1nc([N+](=O)[O-])c(C(=O)OCc2ccccc2F)n1C	35	-3	-3	-4	5	-7	2	-10	-8	-3	-9
36	COC(=O)c1cccc(NC(=O)c2cnccn2)c1	-9	-3	-4	15	0	7	-5	-7	6	-8	2
37	COc1cccc(/C=C/c2nc3c(cnn3-c3ccccc3)c(=O)[nH]2)c1	-8	5	12	-14	0	22	4	-3	15	29	-5
38	COc1ccc2c(c1)CCCO[C@]21O[C@H](CCO)C[C@H](O)[C@H]1O	-16	4	15	7	-7	-9	-3	1	2	16	-8
39	O=C(NC1CCCC1)C1c2ccccc2OCC(=O)N1CCc1ccccc1 (stereo not given)	-6	·	-5	·	-8	9	-9	·	1	-16	2
40	O=C(Nc1ccc(S(=O)(=O)N2CCCC2)cc1)c1cccc(OC(F)F)c1	2	13	-10	-2	-4	-12	-2	-6	-4	0	-6
41	COc1ccc2c(c1)N(C(=O)CN1C(=O)C3CCCCC3C1=O)C(C)(C)C=C2C (stereo not given)	-18	8	6	-12	-2	-3	-2	-12	-9	12	3
42	CCOC(=O)N1CCN(C(=O)COc2cccc3c2CCN(Cc2ccccc2C)C3=O)CC1	-3	2	-7	2	4	17	-1	-13	18	7	-8
43	FC(F)(F)c1ccccc1-c1ccc2nncn2c1	-19	-6	-7	16	-1	-5	2	·	0	-5	23*
44	CN(C)CCn1c2ccccc2c2nc3ccc([N+](=O)[O-])cc3cc21	-33	0	-33	6	-7	-71	-1	·	-116	19	0
45	Cc1cccc(NC(=O)C2CCN(c3ncnc4c3nc3n4CCCCC3)CC2)n1	-29	17	16	6	0	9	0	-24	9	5	-8
46	Nc1cc(=O)[nH]c(SCC(=O)N2CCCCC2)n1	12	15	-11	-17	-1	11	4	3	-8	9	-3
47	O=C(Nc1cc(Cl)ccc1Cl)N1CCCC1	2	4	3	-2	0	5	0	-3	0	-8	-5
48	Cc1ccc(NC(=O)c2cnn(-c3ccccc3)c2NC(=O)c2ccco2)cc1	-31	-1	-14	-3	-1	-19	2	-7	-3	6	-1
49	CCc1ccccc1N(CC(=O)N1CCCC1)S(C)(=O)=O	-4	-3	6	-3	0	4	5	2	0	-11	14
50	Cc1c(NS(=O)(=O)c2ccc(Cl)c(C(=O)OC(C)C(=O)NCc3ccco3)c2)c(=O)n(-c2ccccc2)n1C (stereo not given)	13	8	-5	12	-2	2	12	-8	5	7	1

The listing continues.
No.	smiles	NCOA2 inhibitor	SRC3 inh	COUP-TFII inh	SRC1 inh	Exocytosis inh	TWEAK-Fn14 inh	ABHD5-PLIN5 inh	TLR9-MyD88 inh	TROY NFkB inh	NR5A2 inv ag	NOD2 RIPK2 PPI
51	COc1ccc(C)cc1S(=O)(=O)N(C)CC(=O)N1CCCCC1	-2	9	8	-19	0	-5	-7	3	-10	10	2
52	C[C@H](NC(=O)c1ccc(C(C)(C)C)cc1)C(=O)N1CCC2(CC1)NCCc1[nH]cnc12	7	-13	2	0	-3	-7	1	4	-11	15	1
53	COc1ccc(/C=C/C(=O)NC2=NCCS2)cc1OC	-18	-71	-4	-55	-4	-14	-8	1	-42	-42	-10
54	COc1ccc(-c2n[nH]c(=S)n2-c2cc(OC)ccc2OC)cc1	-16	5	1	-5	-3	-12	0	-5	-15	-8	5
55	CCOC(=O)C(=O)N(C)c1c(CC)nc2c(OCc3ccccc3C)cccn12	17	15	11	17	-2	-15	0	·	-10	-5	-14
56	CC(C)(C)c1nnc2sc(SCC(=O)c3cccs3)nn2c1=O	36	-9	29	-3	0	-44	-6	-13	-23	4	-5

Screen by screen, from the results shown.
COUP-TFII inh for entries 51 to 56, in order: 8, 2, -4, 1, 11, 29
SRC3 inh for entries 51 to 56, in order: 9, -13, -71, 5, 15, -9
